From PubChem
tim10-1 inh – tim10-1 yeast growth inhibition; S. cerevisiae tim10-1 ts strain growth, BacTiter-Glo, 24 h; inhibition, % at 20 µM; hit rate 2.2% among 330,000;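 active = inhibition of at least 40%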;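 note: mutant grown at 25 °C; 0% = DMSO wells with yeast and 100% = wells holding no yeast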
CHOP UPR activ – activators of apoptotic arm of unfolded protein response (CHOP) | CHO-CHOP luciferase reporter, UPR activation, luminescence; percent of tunicamycin response over DMSO baseline | activation, % at 10 µM | hit rate 0.34% among 330,000 | AID 449763;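 active = at 10 µM dose, activation of 40% or more, normalized to positive control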;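 note: 100% = tunicamycin at 10 µg/mL and 0% = DMSO alone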
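Test system: CHO-CHOP cells, stable luciferase reporter of PERK-eIF2a-CHOP signalling | Quantity: 500 CHO-CHOP cells per well | Buffer or medium: F12 plus 10% serum | Compound dosing: 10 µM single point, 0.5% DMSO | Schedule: 6 h compound treatment, 37 °C | Signal: Luciferase luminescence | Control set: Tunicamycin high control, DMSO low control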
XBP1 UPR activ – activators of adaptive arm of unfolded protein response (XBP1) | AID 463104 | activation, % at 20 µM | hit rate 0.33% among 330,000 | CHO-XBP1 luciferase reporter, IRE1-XBP1 UPR activation, luminescence; percent of tunicamycin response, DMSO as zero;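 active = versus positive control, 20 µM dose yields 30% or more activation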;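 note: 100% = tunicamycin at 10 µg/mL and 0% = DMSO only wells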
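Material: CHO cell line with stable XBP1 luciferase reporter; buffer or medium: F12 medium containing 10% fetal bovine serum; compound: single point, 20 µM final compound, 1% DMSO; incubation: 6 h treatment, 37 °C; measured by: glow luminescence from Steady-Glo reagent; evaluation: activation, % of tunicamycin; control set: tunicamycin high, DMSO low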
APJ ag – APJ receptor agonism | AID 2520 | P35414 | activation, % at 20 µM | CHO-K1 APJ PathHunter beta-arrestin, luminescence; 0% DMSO wells, 100% apelin | hit rate 0.11% among 330,000;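 active = activation more than six SD over the plate average, tested at 20 µM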;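 note: 0% = DMSO alone and 100% = apelin-13 at 10 nM; some results filed as inactive read as strong as hits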
Target sequence (P35414 whole entry, looked up): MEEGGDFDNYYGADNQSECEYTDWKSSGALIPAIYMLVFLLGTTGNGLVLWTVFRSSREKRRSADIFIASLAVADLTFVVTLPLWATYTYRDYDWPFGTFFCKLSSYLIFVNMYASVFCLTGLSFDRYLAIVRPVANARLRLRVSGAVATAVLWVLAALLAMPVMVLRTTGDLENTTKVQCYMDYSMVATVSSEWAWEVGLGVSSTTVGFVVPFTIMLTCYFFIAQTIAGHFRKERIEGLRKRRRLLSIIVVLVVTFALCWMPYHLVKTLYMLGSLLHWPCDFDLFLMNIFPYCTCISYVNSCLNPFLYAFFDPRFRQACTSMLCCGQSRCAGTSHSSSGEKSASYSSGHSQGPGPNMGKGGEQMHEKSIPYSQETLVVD
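Test system: CHO-K1 APJ beta-arrestin complementation cell line. Amount: cell density 1000 per well. Controls: DMSO negative, 10 nM Apelin-13 positive. Signal: luminescent beta-gal fragment complementation, chemiluminescent substrate. Read-out basis: agonist-driven arrestin binding to APJ. Timing: compound stimulation 90 min at 25 °C, detection 60 min.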
tim23-1 inh – tim23-1 yeast growth inhibition | S. cerevisiae tim23-1 growth, BacTiter-Glo luminescence, 24 h | inhibition, % at 20 µM | hit rate 1.3% among 330,000 | AID 463212;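 active = growth inhibition of the mutant yeast at or above 50%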;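 note: temperature-sensitive mutant grown at 25 °C; plate controls were DMSO-treated mutant yeast for no effect and medium wells lacking yeast for full effect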
NALP3 yeast inh – blocks the NALP3 inflammasome reconstituted in yeast; Yeast reconstituted NLRP3/ASC/caspase-1, beta-gal luminescence, 24 h; inhibition, % at 10 µM; hit rate 0.39% among 330,000;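 active = inhibition of 50% or more; inactive = inhibition below 50%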;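 note: plate controls were induced DMSO wells for no effect and uninduced yeast grown without galactose for full effect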
Mdm2 MdmX PPI – disrupts the human Mdm2-MdmX interaction. inhibition, % at 8 µM. SaOS-2 split-luciferase Mdm2/MdmX complementation, luminescence. hit rate 3% among 330,000. AID 485346;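 active = inhibition of at least 50% at 8 µM in the primary screen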
TIM10 inh – TIM10 yeast growth inhibition. hit rate 1.4% among 330,000. inhibition, % at 10 µM. S. cerevisiae TIM10 strain growth, BacTiter-Glo luminescence, 24 h;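 active = inhibition of 40% or more at the single tested concentration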;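 note: wild-type TIM10 isogenic control strain grown at permissive 25 °C; 0% = DMSO yeast wells and 100% = minimal medium wells without yeast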
NR3A LBD binder – NR3A (human) ligand-binding domain modulation. NR3A LBD differential scanning fluorimetry, Tm shift; 0% = protein alone, 100% = glycine-bound protein. Tm shift relative to glycine control, % at 25 µM. hit rate 2.5% among 340,000;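 active = melting temperature shift of at least 10% of the positive control shift, at one fixed dose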
Active calls of the source: *; . = not tested or not shown.

SMILES	tim10-1 inh	CHOP UPR activ	XBP1 UPR activ	APJ ag	tim23-1 inh	NALP3 yeast inh	Mdm2 MdmX PPI	TIM10 inh	NR3A LBD binder
O=C(c1ccc(Cl)cc1)N1CCC2(CC1)OCCO2	25	0.1	-1	-3	8	13	-27	-9	1
O=[N+]([O-])c1ccccc1-c1cc(-c2ccccc2)cc(-c2ccccc2)[n+]1Cc1ccccc1Cl	30	-2.8	-1	5	11	18	88*	17	-6
O=[N+]([O-])c1ccc(-c2ccccc2)c([As](=O)(O)O)c1	-5	24	-4	-2	0	4	11	8	2
Cc1cccc(OCCn2cccc2/C=C2/C(=O)NC(=O)N(Cc3ccco3)C2=O)c1	-5	2.7	1	11	11	15	-32	-11	-8
CC(=O)N1CCN(CCN=Cc2c(O)n(-c3ccc(C)cc3)c(=S)[nH]c2=O)CC1	0	-0.1	-1	-1	-3	42	-18	12	-7
CC1CN(c2ccc([N+](=O)[O-])cc2Cl)CCN1 (centres undefined)	-6	-1.0	2	0	-7	4	-15	-13	-1
C[N+]1(C)C2CCC1CC(OC(=O)c1ccccc1)C2 (centres undefined)	-1	0.7	-2	-3	-1	-6	7	5	0
COC(=O)C1=C(c2cc3ccccc3o2)C[C@@H]2CC[C@H]1N2C(=O)N1CCC(O)CC1	0	-0.9	-2	2	-13	5	6	-1	5
CC(C)(C)c1ccc(O)c(CN2CCN(c3ccccc3)CC2)c1	10	-0.5	-4	-8	4	0	17	13	2
COC(=O)C1=C(c2ccc(F)cc2OCc2ccccc2)C[C@@H]2CC[C@H]1N2C(=O)N1CCC(C)CC1	11	-0.1	-4	-4	21	6	23	7	2
O=c1c2ccccc2nc(CN2CCCCCC2)n1-c1ccc(F)cc1	13	-0.4	1	-5	10	-2	-36	2	2
O=c1c2ccccc2nc(/C=C/c2ccccc2)n1-c1ccccc1O	25	-0.1	4	-1	51*	16	53*	18	-3
CN1C(=O)C(=Cc2ccc(Sc3ccccc3)o2)C(=O)N(C)C1=S	17	0.5	0	-2	34	7	25	-3	-2
C=CCn1c(O)c(C(CC)=Nc2ccc(N(C)C)cc2)c(=O)[nH]c1=O	5	15	-3	6	1	24	11	4	-2
O=C(c1cc(F)ccc1F)C1CCCN(Cc2cccc(Cl)c2)C1 (centres undefined)	0	-0.6	-8	-4	15	23	-26	4	-1
O=C1NC(=O)C(=Cc2coc3ccccc3c2=O)C(=O)N1	14	-2.6	0	-4	28	2	23	31	0
COc1ccc(/C=C2/C(=O)NC(=O)N(Cc3ccco3)C2=O)cc1	10	-3.9	-3	-1	-7	15	-7	14	.
COC(=O)C1=C(c2cccc(Cl)c2)C[C@@H]2CC[C@H]1N2C(=O)N1CCCC1	4	2.2	0	-1	29	0	18	3	-1
c1ccc2c(NC3=NCCS3)cccc2c1	5	-1.0	-4	10	-2	19	3	8	0
COC(=O)C1=C(c2c(C)noc2C)C[C@@H]2CC[C@H]1N2C(=O)N1CCc2cc(OC)c(OC)cc2C1	2	0.3	0	-4	3	13	5	8	0
Cc1ccccc1N1CCN(Cc2ccc3c(c2)OCO3)CC1	7	1.1	-2	-3	17	5	12	2	-1
CC(C)N1CCN(Cc2c[nH]c3ccccc23)CC1CCO (centres undefined)	1	0.5	-4	0	-1	12	13	-2	2
Cc1cc(/C=C2\C(=O)NC(=O)N(c3cccc(Br)c3)C2=O)c(C)n1C	14	2.9	0	-3	4	8	20	12	-3
CCOC(=O)C1(Cc2ccc(Cl)cc2)CCN(C(C)CCn2cccn2)CC1 (centres undefined)	-12	-0.2	0	-2	22	21	8	0	1
CCOc1ccc(CNCCc2ccc3c(c2)OCO3)cc1	-51	-0.6	-3	-1	-111	19	17	-61	0
COc1ccccc1/C=N/N=C(/N)N[N+](=O)[O-]	15	0.3	1	-1	3	20	14	11	-1
O=C(Cn1ncc2ccccc21)N1CCC2(CC1)OCCO2	-11	4.1	3	3	5	15	-26	2	0
CC1CN(O)C2CCc3nonc3C12O (centres undefined)	3	-3.7	-4	-4	9	4	14	-10	1
COc1ccc(OCC(=O)N2CCN(C3CCC(c4ccccc4)CC3)CC2)cc1 (centres undefined)	-20	-0.3	-2	-3	-382	22	12	-48	-1
CC/C(=N\NC(=O)Nc1ccccc1)c1c(O)n(Cc2ccccc2)c(=O)[nH]c1=O	5	0.0	0	0	13	-3	15	25	-1
CCCCn1c(=O)c(C(=O)NCc2ccncc2)c(O)c2ccccc21	8	-2.7	9	1	29	13	51*	13	4
CC(=O)CCC(C)=O	-13	-0.9	-1	1	-14	-4	21	8	-1
COC(=O)C1(C(=O)O)Cc2cc([N+](=O)[O-])ccc2N2CCCC21 (centres undefined)	2	1.5	0	-4	0	19	3	3	0
COc1ccc(C(=O)c2nc3ccccc3n2C(C)C)cc1	-9	-2.5	-2	-3	19	8	6	1	-1
COc1ccc(C2N3CC(C)(C)CN23)cc1 (centres undefined)	9	1.6	-1	-3	-2	-4	5	3	.
COC(=O)C1=C(c2ccc(F)cc2OCc2ccccc2)C[C@@H]2CC[C@H]1N2C(=O)NCc1ccccc1Br	14	1.7	-2	-4	24	21	34	12	-1
OC12Oc3ccccc3C=C1N1CCC2CC1 (centres undefined)	6	-0.5	-3	1	13	3	-14	4	-1
CCOC(=O)c1c(C)n(Cc2ccccc2)c2ccc(OCC(O)Cn3nc(C)nc3C)cc12 (centres undefined)	22	-1.6	-4	-2	17	2	-2	6	-1
CCOc1cc2c(cc1OCC)-n1cccc1C(c1ccccc1OC)NC2 (centres undefined)	36	-0.5	-2	-1	13	20	34	1	2
S=C(NCCc1ccccc1)NCCc1cnc[nH]1	-34	0.8	-2	2	-10	18	-14	-15	-1
CCOc1ccc(N2C(=O)/C(=C\c3cccs3)C(=O)NC2=S)cc1	24	268*	-7	-2	41	14	-12	16	-5
CN1C(=O)C(=Cc2ccccc2Oc2ccc(Cl)c(F)c2)C(=O)N(C)C1=O	-4	2.1	-1	1	31	14	8	0	-26
C=CCn1c(O)c(C=Nc2c(C)n(C)n(-c3ccccc3)c2=O)c(=O)[nH]c1=O	-8	-0.8	-2	-4	-4	18	1	3	-2
CCN1CCN(S(=O)(=O)c2ccc(Cl)nc2)CC1	-11	0.3	7	-1	-2	-5	21	5	0
CN(C)CC1CSCCC1(O)c1ccc(C(F)(F)F)cc1 (centres undefined)	15	2.1	2	-3	3	15	-34	4	1
O=C(C1CCC(=O)N1Cc1ccc(F)cc1)N1CCC2(CC1)OCCO2 (centres undefined)	4	-2.7	-2	-5	-5	6	19	7	0
O=c1[nH]c(=O)n(C2CCCCCC2)c(O)c1C=NCC1CCCO1 (centres undefined)	25	-1.5	0	1	9	17	11	-3	1
CCCC(C)(COC(N)=O)COC(=O)NC(C)C (centres undefined)	2	-0.2	-8	-2	3	10	27	5	-2
COC(=O)C1=C(c2ccc3ccccc3c2)C[C@@H]2CC[C@H]1N2C(=O)NCCCOC(C)C	10	0.0	1	-4	13	11	23	1	2
CC(=O)N1CC(=O)Nc2ccc(Cl)cc2C1c1ccccc1 (centres undefined)	25	0.4	-1	-1	17	3	-24	10	2

Retrieved one by one from the list above, 3 records:
SMILES	tim10-1 inh	CHOP UPR activ	XBP1 UPR activ	APJ ag	tim23-1 inh	NALP3 yeast inh	Mdm2 MdmX PPI	TIM10 inh	NR3A LBD binder
O=c1[nH]c(=O)n(C2CCCCCC2)c(O)c1C=NCC1CCCO1 (centres undefined)	25	-1.5	0	1	9	17	11	-3	1
CCOc1ccc(N2C(=O)/C(=C\c3cccs3)C(=O)NC2=S)cc1	24	268*	-7	-2	41	14	-12	16	-5
CN(C)CC1CSCCC1(O)c1ccc(C(F)(F)F)cc1 (centres undefined)	15	2.1	2	-3	3	15	-34	4	1

Next section
SMILES	tim10-1 inh	CHOP UPR activ	XBP1 UPR activ	APJ ag	tim23-1 inh	NALP3 yeast inh	Mdm2 MdmX PPI	TIM10 inh	NR3A LBD binder
COc1ccccc1OP(=O)(Nc1cccnc1)Oc1ccccc1OC	21	-0.1	0	1	17	7	51*	17	0
O=C(Cn1c(=O)c(C(F)(F)F)nc2ccccc21)N1CCC2(CC1)OCCO2	10	-0.7	0	4	20	-6	7	-1	2
CCCCn1c(C)c(C(=O)O)c2cc(OC)c3ccccc3c21	14	-0.8	-1	-4	24	10	-39	17	2
CCCCn1c(O)c(/C(C)=N/NC(=O)Nc2ccccc2)c(=O)[nH]c1=O	2	1.3	-2	-6	-4	21	10	-1	-2
O=C1NC(=O)N(c2ccc3c(c2)OCO3)C(=O)/C1=C\c1ccc(N2CCCCC2)o1	9	-1.6	2	-4	11	17	30	-3	-3
CN(C)C(=O)Oc1c(Cl)cc(Cl)c2cccnc12	16	5.9	-1	-3	1	-26	10	9	0
COc1ccc2[nH]c3c(c2c1)CCNC3C (centres undefined)	12	-0.8	-4	-4	15	19	-5	7	-1
c1ccc(C2CC3CC4(CCCC4)N2O3)cc1 (centres undefined)	5	-1.0	-2	-4	23	5	7	13	-3
Cc1ccccc1OP(N)(=O)Oc1ccccc1C	11	-0.2	-1	-4	1	19	10	2	-1
C=C(Cl)CSC(=S)N(CC)CC	9	-0.8	2	0	0	-3	29	2	0
Cc1ncc(CN2CCCC(C(=O)c3ccc(C(C)(C)C)cc3)C2)s1 (centres undefined)	-16	0.6	1	3	-15	29	-3	8	-2
CN(C)C(=O)Oc1cccc(OCc2n(C)c3ccccc3[n+]2C)c1	6	0.8	0	0	1	5	-7	2	-2
CCN(CC)C(=O)c1ccc(NC(=S)NC(=O)CCc2ccccc2)cc1	42*	2.8	-5	-6	33	5	10	23	0
COCCCNC(=O)Cn1cc(/C=C2\C(=O)NC(=O)N(c3ccccc3F)C2=O)c2ccccc21	16	-2.0	-6	-1	6	17	11	-12	-5
CC(C)(C)c1cc([N+](=O)[O-])cc(C(C)(C)C)c1O	49*	3.2	14	-3	43	12	88*	25	-15
c1ccc2oc(N3CCNCC3)nc2c1	3	6.1	-1	-2	-3	12	26	-33	-3
N/C(=N\[N+](=O)[O-])N1CCN(C(=O)Oc2ccccc2)CC1	0	2.1	-1	0	15	20	21	9	2
CN(C)S(=O)(=O)c1cc(C(=O)N2CCC(C(=O)O)(c3ccccc3)CC2)ccc1Cl	6	0.9	-4	3	0	18	12	-16	0
OC(c1ccccc1)(c1ccc(Cl)cc1)C1CN2CCC1CC2 (centres undefined)	11	-1.7	-3	-1	18	24	13	-1	0
Cc1oc(-c2ccccc2)nc1CN1C(=O)C(C)N=C(c2ccccc2F)c2cc(Cl)ccc21 (centres undefined)	39	0.1	1	-2	52*	11	17	20	0
COc1ccc(C(=O)C23CN4CN(CN(C4)C2)C3)cc1	8	1.3	-1	-5	6	-2	-19	8	-1

In the list so far, these contain bromine.
SMILES	tim10-1 inh	CHOP UPR activ	XBP1 UPR activ	APJ ag	tim23-1 inh	NALP3 yeast inh	Mdm2 MdmX PPI	TIM10 inh	NR3A LBD binder
Cc1cc(/C=C2\C(=O)NC(=O)N(c3cccc(Br)c3)C2=O)c(C)n1C	14	2.9	0	-3	4	8	20	12	-3
COC(=O)C1=C(c2ccc(F)cc2OCc2ccccc2)C[C@@H]2CC[C@H]1N2C(=O)NCc1ccccc1Br	14	1.7	-2	-4	24	21	34	12	-1

These rows are one share of the data; the hit share may differ from the screen's.
